Source: PubChem BioAssay
ROMK mod: ROMK potassium channel modulators, primary screen, cell-based, thallium flux, MLSMR library. AID 1918, 2009. B-score at 10 µM. Tet-inducible ROMK, thallium flux fluorescence; actives lie on both sides. ATP-sensitive inward rectifier potassium channel 1 (Homo sapiens), P48048. 2% of 130,000 active;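 active = signal ratio slope over the read window, or its plate-corrected B-score, at least 3 SD from the plate mean, either direction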;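 also: B-score of the F/F0 ratio slope over 7 to 12 s after thallium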
STAT3 blocker: IL-6 driven STAT3 reporter inhibitors, primary screen, U3A cells, luciferase, luminescence, MLSCN library; IL-6 STAT3-luciferase reporter; host cell line lacks STAT1; inhibition, % at 5.5 µM; 0.89% of 190,000 active;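 active = inhibition above the mean inhibition across all screened compounds plus 3 SD, cut at about 44% in these data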;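 also: 0% = DMSO only wells and 100% = 100 µM nifuroxazide control wells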
PPARg SRC-1 ag: PPARgamma agonists recruiting SRC-1 coactivator, primary screen, biochemical. Peroxisome proliferator-activated receptor gamma (Homo sapiens), P37231. PPARgamma-SRC-1 coactivator recruitment biochemical assay. activation, % at 8 µM. 0.41% of 200,000 active. AID 631, 2007; in the data active = activation above about 19%;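 also: 0% = DMSO and 100% = reference agonist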
Target sequence (P37231 whole entry, looked up): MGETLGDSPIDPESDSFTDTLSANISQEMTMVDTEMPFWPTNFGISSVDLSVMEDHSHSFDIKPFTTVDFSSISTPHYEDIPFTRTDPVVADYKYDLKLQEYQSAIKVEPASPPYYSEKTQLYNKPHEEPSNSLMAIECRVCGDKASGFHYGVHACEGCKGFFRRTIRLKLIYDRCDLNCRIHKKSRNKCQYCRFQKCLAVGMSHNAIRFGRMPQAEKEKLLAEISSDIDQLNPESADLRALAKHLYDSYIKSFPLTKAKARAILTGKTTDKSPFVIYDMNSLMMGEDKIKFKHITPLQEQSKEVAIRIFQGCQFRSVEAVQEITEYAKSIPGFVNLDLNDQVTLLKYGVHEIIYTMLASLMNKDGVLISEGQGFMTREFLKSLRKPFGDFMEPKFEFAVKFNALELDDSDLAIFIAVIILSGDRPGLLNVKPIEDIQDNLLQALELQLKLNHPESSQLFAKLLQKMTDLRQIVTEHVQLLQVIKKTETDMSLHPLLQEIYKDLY
STAT1 inh: STAT1 signaling inhibitors, primary screen, cell-based, HTS, luciferase reporter | NIH 3T3 STAT1-luciferase reporter, IFN-gamma, luminescence | inhibition, % at 5.5 µM | 0.35% of 200,000 active;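 active = inhibition above a set limit, the mean inhibition across all tested compounds plus 3 SD, cut at about 34% in these data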;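 also: 0% = IFN-gamma with DMSO and 100% = IFN-gamma with 300 µM nifuroxazide; values of inactives mirror those of a sister screen read the other way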
RAM inhibit: inhibitors of the yeast RAM network, primary screen, dse1pr::URA3 reporter, 5-FOA selection; S. cerevisiae dse1pr::URA3 reporter, 5-FOA growth OD615, 2 d; analog-sensitive cbk1-as2 kinase mutant strain; inhibition, % at 50 µM; 1.8% of 190,000 active;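 active = inhibition above a set limit, 3 SD over mean compound inhibition, cut at about 8.4% in these data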;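 also: 0% = DMSO-only wells with no growth and 100% = 10 µM 1-NA-PP1 full growth; inhibition rescues growth on 5-FOA so higher OD means more RAM inhibition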
TLR4 MyD88 comp: inhibitors of TLR4-MyD88 association in cells, primary screen, cell-based, HeLa CL3-4, BLA complementation, FRET ratio; 0.18% of 200,000 active; inhibition, % at 8.4 µM; Toll-like receptor 4 (Homo sapiens) + Myeloid differentiation primary response protein …; HeLa CL3-4 TLR4/MyD88 BLA complementation; in the data active = inhibition above about 25%;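 also: 0% = vehicle and 100% = reference inhibitor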
PPARg SRC-2 ag: agonists of PPARg-SRC-2 recruitment, primary screen, biochemical, HTS; PPARgamma LBD-SRC-2 recruitment; activation, % at 8 µM; 0.34% of 200,000 active; AID 1032, 2008; in the data active = activation above about 22%;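 also: 0% = vehicle and 100% = reference agonist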
STAT3 activator: IL-6 driven STAT3 reporter potentiators, primary screen, U3A cells, luciferase, luminescence, MLSCN library. activation (% of control), % at 5.6 µM. IL-6 STAT3-luciferase reporter; 100% = signal with IL-6 EC80 alone. 0.91% of 190,000 active. AID 871, 2007;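 active = activation above the screen-wide mean of compound activation plus 3 SD, cut at about 130% in these data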;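 also: 0% = background luminescence of wells with medium and substrate only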
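Material: STAT1-lacking human U3A cells, STAT3 luciferase reporter | Benchmarks: IL-6-only wells as 100% reference | Probe or stimulus: IL-6 (33 ng/mL) | Timing: Compound 1 h, then IL-6 6 h at 37 °C | Detection: Luminescence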
TR-FRET SRC-2 ct: TR-FRET signal artefacts, primary screen, artefact control for PPARgamma SRC-2 agonist project, biochemical | TR-FRET artefact counter-screen; stronger effect = higher value | 0.4% of 200,000 active | TR-FRET ratio at 8 µM | AID 1049, 2008; in the data active = TR-FRET ratio above about 2000; also: inactives centre near 1500
PPARg SRC-3 ag: PPARgamma agonists recruiting SRC-3 coactivator, primary screen, biochemical. 0.26% of 200,000 active. AID 731, 2007. Peroxisome proliferator-activated receptor gamma (Homo sapiens), P37231. activation, % at 8 µM. biochemical PPARgamma/SRC-3 coactivator recruitment assay; in the data active = activation above about 23%;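 also: 0% = DMSO and 100% = reference agonist; some compounds past the cut are filed as inactive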
S1P3 antagonist: S1P3 receptor antagonists, primary screen, cell-based; 0.27% of 170,000 active; Sphingosine 1-phosphate receptor 3 (Homo sapiens), Q99500; inhibition, % at 4.98 µM; CHO S1P3 NFAT-BLA reporter, FRET fluorescence, antagonist mode; AID 485, 2006;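 active = inhibition above the plate cutoff, the mean inhibition of test wells on that plate plus 3 SD, cut at about 28% in these data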;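 also: cells challenged with S1P at its EC80 of 0.8 µM; blue over green emission ratio from cleaved BLA substrate after 4 h stimulation; 0% = S1P-stimulated wells and 100% = unstimulated DMSO-only wells; some compounds past the cut are filed as inactive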
Target sequence (Q99500 whole entry, looked up): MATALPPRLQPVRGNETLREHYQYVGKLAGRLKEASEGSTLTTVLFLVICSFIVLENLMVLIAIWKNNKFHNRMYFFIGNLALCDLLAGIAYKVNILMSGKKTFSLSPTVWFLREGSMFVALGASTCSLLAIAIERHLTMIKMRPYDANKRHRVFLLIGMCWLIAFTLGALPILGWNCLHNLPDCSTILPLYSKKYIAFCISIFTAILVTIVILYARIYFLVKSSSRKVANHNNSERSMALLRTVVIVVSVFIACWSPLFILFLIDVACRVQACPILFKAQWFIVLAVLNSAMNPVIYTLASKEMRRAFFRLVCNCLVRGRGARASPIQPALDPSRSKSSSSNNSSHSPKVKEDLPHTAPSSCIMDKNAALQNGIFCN
* marks the source's active call; other numbers are inactive results; . = no result given.

Structure,ROMK mod,STAT3 blocker,PPARg SRC-1 ag,STAT1 inh,RAM inhibit,TLR4 MyD88 comp,PPARg SRC-2 ag,STAT3 activator,TR-FRET SRC-2 ct,PPARg SRC-3 ag,S1P3 antagonist
CCN(CC)CC(C(=O)N(CC)CC)P(=O)(c1ccccc1)c1ccccc1 (configuration not stated),.,-2,-1,6,0.1,-1,-11,105,1420,3,.
O=S(=O)(c1ccc(Br)cc1)n1ccc2ccccc21,.,-8,-6,1,1.3,2,-7,111,1554,-1,.
O=C(/C=C/c1ccccc1)NC(=S)Nc1ccc2c3c(cccc13)CC2,.,-16,3,-1,5.5,2,-6,112,1593,5,-3
CCOC(=O)C1=C(C)N(CCCC(=O)O)C(=O)NC1c1ccc([N+](=O)[O-])cc1 (configuration not stated),0.38,-6,5,7,-0.3,6,-1,103,1507,-1,16
CCn1c2ccccc2c2cc(/C=N/NC(=O)c3ccc(O)cc3)ccc21,0.027,15,-3,-10,2.1,-7,2,89,1573,8,1
CC(C)(Oc1cccc2ccccc12)C(=O)O,.,-18,3,1,0.1,-1,0,116,1342,-8,-31
O=S(=O)(c1ccccc1)c1cnn2c(C(F)(F)F)cc(-c3ccc(F)cc3)nc12,.,8,21*,-3,4.8,4,4,98,1524,5,.
Cc1cc(OCC(=O)NC2CCCCC2)ccc1Cl,-0.049,-6,2,-17,-0.1,-14,3,107,1659,7,-6
COc1cc(OC)c(S(=O)(=O)Nc2ccc(C)cn2)cc1NC(C)=O,.,-2,-1,-3,1.2,-7,3,105,1632,-2,-4
Cc1ccc(-n2nc3c(c2NC(=O)c2cccs2)CSC3)cc1,.,-6,-1,0,2.5,1,-7,107,1393,-13,12
COc1ccc(/C=N/NC(=O)c2ccoc2C)cc1O,0.98,-15,-1,-24,1.5,-16,-3,110,1485,-3,3
CC(C)CC(=O)Nc1ccc(C(=O)Nc2cccc(O)c2)cc1,0.11,3,-9,-36,1.0,-6,-5,108,1471,0,-1

More results follow:
Structure,ROMK mod,STAT3 blocker,PPARg SRC-1 ag,STAT1 inh,RAM inhibit,TLR4 MyD88 comp,PPARg SRC-2 ag,STAT3 activator,TR-FRET SRC-2 ct,PPARg SRC-3 ag,S1P3 antagonist
CC1CCN(S(=O)(=O)c2ccc(N=NC3=C(O)CC(C)(C)CC3=O)cc2)CC1,0.63,-3,1,3,5.9,-2,4,104,1479,-1,-22
CC(=O)Nc1ccc(NC(=O)c2ccc(COc3ccc4c(C)cc(=O)oc4c3)cc2)cc1,0.48,7,5,-5,3.2,-9,-1,96,1466,3,4
Cc1cc(-c2nc3ncccc3o2)ccc1N,.,27,5,-42,1.8,10,4,80,1635,14,-35
NS(=O)(=O)c1ccc(CCNC(=O)c2ccc([N+](=O)[O-])cc2[N+](=O)[O-])cc1,0.55,16,0,5,0.0,1,9,91,1462,7,9
CC1CC(C)CN(C(=O)CCNS(=O)(=O)c2ccc3c(c2)CCC(=O)N3)C1 (configuration not stated),-0.18,4,3,1,0.7,-2,0,104,1597,2,-16
COc1ccc(CCN(Cc2cc3cccc(C)c3n3nnnc23)C(=O)c2ccncc2)cc1OC,-0.25,-4,-2,0,2.1,7,-2,106,1379,-5,-3
O=C(Nc1ccc2c(c1)C(=O)N(CC1CCCO1)C2=O)c1ccccc1Br (configuration not stated),.,7,2,3,4.6,5,-7,97,1383,9,.
COc1ccc(NS(=O)(=O)/C=C/c2ccc(OC)c(OC)c2)cc1,-1.7,-6,6,1,2.2,-2,1,107,1368,-1,2
CC12CCC(C(=O)N(NC(=O)c3ccccc3O)C1=O)C2(C)C (configuration not stated),-0.96,10,-5,2,-0.1,9,-1,98,1304,1,9
COc1ccc(NC(=O)c2onc(C)c2Cl)cc1OC,.,10,2,-8,0.1,2,2,96,1662,-6,.
Cc1cccc(NC(=O)C2CCCN2C(=O)OCC(C)C)c1C (configuration not stated),.,1,0,5,1.4,7,-2,103,1625,-5,2
COc1ccc2c(c1)cc(C(=O)O)n2C,.,9,6,4,-0.1,-1,5,96,1499,3,-33

(next part)
Structure,ROMK mod,STAT3 blocker,PPARg SRC-1 ag,STAT1 inh,RAM inhibit,TLR4 MyD88 comp,PPARg SRC-2 ag,STAT3 activator,TR-FRET SRC-2 ct,PPARg SRC-3 ag,S1P3 antagonist
O=C(CN1CCN(c2ccc(F)cc2)CC1)OCc1ccccc1,-0.55,-3,0,2,-0.2,4,1,105,1489,1,-23
Cc1cc(C)cc(C(=O)Nc2ccc(N3CCN(S(C)(=O)=O)CC3)cc2)c1,1.6,11,1,0,3.5,-8,0,93,1433,-3,-1
CCN(CC)S(=O)(=O)c1ccc(Cl)c(C(=O)Nc2nnc(C)s2)c1,0.18,6,4,0,1.1,-1,18,100,1661,0,2
On1nnc2ccc(C(F)(F)F)cc21,-0.18,0,2,-15,0.5,-4,10,108,1530,-1,-9
COc1ccc(/C=C/C(=O)NCC(=O)N/N=C/c2cc(Br)ccc2OCc2ccccc2)cc1,0.0013,21,1,-1,3.0,-1,-2,87,1392,-1,.
CCOc1ccc(NC(=O)N2CCC(c3nc4ccccc4o3)CC2)cc1,-0.82,15,0,1,2.3,-5,-8,94,1563,-2,-30
CCn1cnc2sc(C(=O)O)c(C)c2c1=O,0.14,3,-1,1,0.6,-10,15,101,1608,8,.
CCN(c1ccc(NC(=O)COC(=O)CCc2cc(OC)c(OC)c(OC)c2)cc1)C(C)C,-0.68,-2,-3,-3,0.1,17,-2,107,1521,0,-9
COc1ccccc1CNC(=O)C(NC(=O)c1ccc(C)cc1)C(C)C (configuration not stated),-0.31,3,-3,14,2.5,-4,6,103,1583,-1,-3
COc1cc(C)nc(N2CCCC(C(=O)Nc3cccc(Cl)c3Cl)C2)n1 (configuration not stated),.,18,3,-2,0.8,-1,-2,89,1430,2,.
O=C(Nc1ccccc1)N(CCc1nc2ccccc2[nH]1)C1CCCC1,.,4,-11,-4,-0.1,-3,-6,102,1391,2,-4
COc1ccc(F)cc1S(=O)(=O)N1CCN(Cc2ccc3c(c2)OCO3)CC1,.,4,-2,3,0.8,6,9,100,1748,2,13

Three compounds already listed, ordered by heavy-atom count, lowest first.
Structure,ROMK mod,STAT3 blocker,PPARg SRC-1 ag,STAT1 inh,RAM inhibit,TLR4 MyD88 comp,PPARg SRC-2 ag,STAT3 activator,TR-FRET SRC-2 ct,PPARg SRC-3 ag,S1P3 antagonist
CCN(CC)S(=O)(=O)c1ccc(Cl)c(C(=O)Nc2nnc(C)s2)c1,0.18,6,4,0,1.1,-1,18,100,1661,0,2
COc1ccccc1CNC(=O)C(NC(=O)c1ccc(C)cc1)C(C)C (configuration not stated),-0.31,3,-3,14,2.5,-4,6,103,1583,-1,-3
COc1ccc(F)cc1S(=O)(=O)N1CCN(Cc2ccc3c(c2)OCO3)CC1,.,4,-2,3,0.8,6,9,100,1748,2,13

Further compounds.
Structure,ROMK mod,STAT3 blocker,PPARg SRC-1 ag,STAT1 inh,RAM inhibit,TLR4 MyD88 comp,PPARg SRC-2 ag,STAT3 activator,TR-FRET SRC-2 ct,PPARg SRC-3 ag,S1P3 antagonist
O=C(c1ccco1)c1nc2c(n1O)CCCCC2,0.52,10,3,7,0.5,-8,6,92,1478,5,.
CN1C(C)(C)CC(=NOC(=O)c2ccccc2)CC1(C)C,0.34,2,-7,1,0.5,16,6,102,1552,6,.
Cc1sc2c(c1C)CN(Cc1ccncc1)CN2C(=O)c1ccco1,-0.34,-1,5,-3,0.1,14,-2,98,1427,7,.
O=C(NC(=S)NCC1CCCO1)c1ccccc1Br (configuration not stated),-0.93,-5,-6,5,-0.4,-4,-13,108,1512,-1,-4
CC(SCCc1ccccn1)C(=O)O (configuration not stated),-0.062,-3,0,4,0.6,-1,0,108,1394,-5,-4
ON1C(c2ccc(Cl)cc2Cl)N(O)[C@H]2CCCC[C@H]21 (some centres not stated),-0.068,11,7,0,1.0,6,7,97,1785,-13,.
CC(=O)N(C)c1nc(-c2ccc(Cl)cc2)cs1,0.95,9,2,-25,2.5,8,0,96,1475,-4,.
COc1ccc(S(=O)(=O)N2CCC(C(=O)N3CCN(c4ccccc4OC)CC3)CC2)cc1,.,2,4,-24,2.7,5,3,98,1433,10,.
COc1ccc2[nH]c(=O)c(CN(C(=O)C3CCCO3)c3ccc(C)cc3)cc2c1 (configuration not stated),.,4,4,13,1.5,-7,1,100,1341,9,-31
Cc1ccc(C(=O)OCC(=O)Nc2ccc(N(C)C)cc2)cc1NC(=O)c1ccco1,0.5,0,6,5,0.5,-1,13,99,1608,3,.
CC(C)(C)c1ccccc1NC(=S)NC1CCCCC1,0.15,7,-11,13,6.3,-3,-6,100,1533,1,-6
Cc1ccc(OCc2ccc(C(=O)NCC3CCCO3)cc2)cc1 (configuration not stated),-0.71,4,5,-7,1.7,14,6,100,1664,1,-5
c1ccc(Oc2cccc(NC3=NCCC3)c2)cc1,.,11,-7,-4,-1.2,-1,-1,99,1554,-3,-18
Fc1ccc(-c2nnc3sc(C4COc5ccccc5O4)nn23)cc1 (configuration not stated),-1.9,-4,-5,5,0.1,-16,3,106,1437,-4,6
